High-throughput results from PubChem.
b-catenin transl: modulators of beta-catenin nuclear translocation, primary screen, imaging, HeLa cells, immunofluorescence, high-content | nuclear translocation activity, % at 5 µM | hit rate 0.3% among 190,000 | AID 1665, 2009;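 active = nuclear translocation activity above 50% at 5 µM, with a well cell count of 50 or more; inconclusive = wells under 50 cells across six images, flagged as toxic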;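 note: per-cell ratio of nuclear to cytoplasmic median beta-catenin stain intensity; plate controls were DMSO negative control for no effect and GSK-3 inhibitor IX positive control for full effect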
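assay system = human HeLa cells, endogenous beta-catenin | times = compound treatment 24 h, 37°C, 5% CO2 | detection = Anti-beta-catenin immunofluorescence on PFA-fixed, Triton-permeabilized cells, DAPI nuclei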
Insulin prom up: insulin promoter activators in MIN6 cells, imaging, high-content screening, mouse beta cells | MIN6 insulin promoter-GFP reporter; hits give high values | z-score at 5 µM | hit rate 0.3% among 190,000;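 active = z-score above 3 at 5 µM with at least 500 cells counted in the well; inconclusive = wells under 500 cells, flagged as cytotoxic or low count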
Dynein cargo inh: inhibitors of GR-EGFP nuclear translocation, primary screen, dynein cargo transport inhibitor project, imaging, high-content, 3617.4 mouse cells; test concentration mostly 20 µM; stimulated with dexamethasone, 1 µM; hits give low values; z-score, hits read low; hit rate 0.47% among 220,000; AID 1381, 2008;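 active = plate z-score of nuclear minus cytoplasmic receptor signal below a set negative limit, without overly bright fluorescence or cell loss, cut at about -3.5 in these data, passing the limit was not always enough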;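 note: z-score of nuclear minus cytoplasmic ring GR-EGFP intensity difference per well; some compounds called inactive have numbers as strong as hits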
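Buffer or medium: tet-free, stripped-serum medium; reagent: dexamethasone at 1.0 µM final, 30 min; incubation: 48 h induction, 1 h compound, 30 min dex at 37 °C; measured by: formaldehyde fixation, Hoechst nuclear stain, 10x automated fluorescence imaging; read-out: nuclear-to-cytoplasmic GR-EGFP distribution per well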
P. falciparum M17LAP: P. falciparum M17LAP inhibitors, primary screen, biochemical, fluorogenic H-Leu-NHMec substrate, 1536-well (AID 1619). Leucine aminopeptidase (Plasmodium falciparum (isolate 3D7)). recombinant M17LAP, H-Leu-NHMec fluorogenic kinetic assay; higher % means a stronger effect. inhibition, % at 30 µM, or IC50 in µM where a hit was titrated. hit rate 0.38% among 220,000;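 active = compound inhibiting the enzyme by more than half at any dose during confirmatory dose-response retesting; inconclusive = strong single-dose inhibitors picked by rank but not retested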;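 note: plate controls were full reaction with DMSO carrier for no effect and no enzyme background for full effect; strong numbers were not always called active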
Autophagy mod: autophagy modulators in MEF cells, primary screen, imaging, high-content, MEF GFP-LC3. MEF GFP-LC3 puncta imaging; test concentration mostly 10 µM. AID 463193, 2010. hit rate 0.98% among 190,000. calls only at 10 µM (by protocol);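 active = percentage of spot-positive cells more than 3 SD above its plate mean, without a fluorescence outlier flag or 80% toxicity; inconclusive = no clear call, values can overlap the other calls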;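 note: spot-positive cell cutoff set from DMSO-treated cells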
M1AAP inhibition: P. falciparum M1AAP inhibitors, biochemical, fluorogenic H-Leu-NHMec substrate, 1536-well (AID 1445); recombinant M1AAP, H-Leu-NHMec fluorogenic kinetic assay; higher % means a stronger effect; inhibition, % at 30 µM; hits with a dose series show IC50 in µM; hit rate 0.42% among 220,000;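 active = primary inhibition above the hit cutoff, then over 50% inhibition at one or more dose response concentrations, cut at about 23% in these data, passing the limit was not always enough; inconclusive = conflicting primary data, or primary hits not chosen for dose response; inactive = low primary inhibition, or under 50% at every dose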;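 note: plate controls were DMSO full reaction for no effect and no enzyme background for full effect; strong numbers were not always called active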
MT stabilize HCS: microtubule stabilizers in HeLa cells, primary screen, imaging, high-content imaging; % tubulin-high responders, % at 10 µM; hit rate 0.83% among 200,000; HeLa tubulin immunostaining HCS, 24 h; share of cells brighter than vehicle mean+2SD; AID 2205, 2009;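 active = plate Z-score above 3 for both tubulin-high and condensed-nucleus cell shares, with cell loss under 80%, at 10 µM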;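 note: anti alpha tubulin signal scored within the nucleus-defined area of each cell; some results filed as inactive read as strong as hits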
UTI89 phage lysis: inhibition of K1F phage lysis, E. coli UTI89, bacterial capsule biogenesis inhibitors, alamar blue (AID 488966); one-dose inhibition, % at 100 µM; IC50 in µM for titrated hits; E. coli UTI89 K1F phage lysis, alamar blue, 2 h; higher % means a stronger effect; hit rate 0.02% among 340,000;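 active = phage lysis inhibition, versus mean bacterial control, above a set limit; inconclusive = no clear call, values can overlap the other calls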;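 note: capsule biogenesis inhibitors block K1F phage lysis so surviving cells raise fluorescence; higher fluorescence means more inhibition of phage lysis; actives were called in the ten point dose series up to 300 µM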
CSM14.1 death rescue: rescue of cells from ER stress-induced death, primary screen, 384-well, CSM14.1, thapsigargin, ATP luminescence (AID 1222); CSM14.1 thapsigargin-induced death rescue, ATP luminescence; higher % means a stronger effect; one-dose cellular ATP content (survival), % at 20 µM; EC50 in µM for titrated hits; 190,000 tested, under 10 active;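 active = EC50 below 50 µM in the dose-response confirmation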;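 note: death triggered by thapsigargin at about 15 µM added after 2 h compound pretreatment; cell ATP read after overnight thapsigargin exposure of roughly 18 to 22 hours; normalized against plate controls of thapsigargin alone and 5% DMSO vehicle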
Dynein cargo inh cytoplasmic EGFP: recorded beside Dynein cargo inh, whose call it bears; z-score; measured here: cytoplasmic GR-EGFP intensity; hits give high values
Dynein cargo inh nuclear GR-EGFP: recorded beside Dynein cargo inh, whose call it bears; z-score; measured here: nuclear GR-EGFP intensity;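 lower value marks the stronger effect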
Dynein cargo inh cell count: second read-out of Dynein cargo inh, no call of its own (marks repeat the call); z-score; measured here: cell count per field
Insulin prom up cell count: recorded beside Insulin prom up, whose call it bears; cell count; measured here: cytotoxicity, nuclei count;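 total cells summed across four imaged fields per well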
b-catenin transl cell count 5 µM: further read-out of b-catenin transl, marked with its call; cell count; measured here: cell count, cytotoxicity flag
MT stabilize HCS Hoechst-high %: further read-out of MT stabilize HCS, marked with its call; % Hoechst-high responders; measured here: nuclear condensation Hoechst responders;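 share of cells brighter than vehicle mean plus two SD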
MT stabilize HCS cytotoxicity %: second read-out of MT stabilize HCS, no call of its own (marks repeat the call); toxicity, %; measured here: cytotoxicity by cell density;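 0% = mean cell density of plate MIN control wells and 100% = no cells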
Autophagy mod cell loss 18 h: further read-out of Autophagy mod, marked with its call; toxicity, %; measured here: cell loss, nuclei count;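 cell loss after 18 h compound exposure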
* marks the source's active call; other numbers are inactive results; i = inactive; u = inconclusive; x = not tested or not shown; & = joins results of further samples; [ ] = another dose, or the depositor's remark. Rows are unselected, and some 2.9% of all compounds hit somewhere here.

Order of values: P. falciparum M17LAP	Dynein cargo inh cytoplasmic EGFP	b-catenin transl	Dynein cargo inh cell count	Dynein cargo inh	b-catenin transl cell count 5 µM	CSM14.1 death rescue	M1AAP inhibition	Insulin prom up	MT stabilize HCS	Insulin prom up cell count	Autophagy mod cell loss 18 h	MT stabilize HCS Hoechst-high %	UTI89 phage lysis	Dynein cargo inh nuclear GR-EGFP	Autophagy mod	MT stabilize HCS cytotoxicity %
> Cc1ccc(S(=O)(=O)NNC2=NS(=O)(=O)c3ccccc32)c(C)c1
 : 27%	-0.23	-0.5	0.52	-0.25	1082	-0.6%	10µM*	0.01	2.4	1212	9	1.7	0.1%	-0.43	i	4.4
> CC(NCC1(N2CCOCC2)CCCCC1)C(=O)N1CCc2ccccc21 (stereo unspecified)
 : 12%	-0.46	-6.5	0.48	0.96	1163	-1.3%	-7%	-0.8	3.3	901	10	2.0	-0.1%	0.24	i	5.0
> CC1=C(C(=O)Nc2ccccc2)C2(CCCCC2)C(C(N)=O)C(=S)N1 (stereo unspecified)
 : 16%	0.32	-1.6	0.25	0.034	951	-3.9%	17%	x	2.4	x	1	2.5	2.3%	0.33	i	10
> O=C1CC(c2ccccc2)CC(O)=C1C=Nc1ccccc1 (stereo unspecified)
 : 14%	-0.35	2.9	0.35	-0.17	981	-0.2%	18%	0.17	4.7	1293	6	2.8	x	-0.07	i	2.0
> CCN1CCN(CCn2c(=S)[nH]c3ccccc3c2=O)CC1
 : -2%	-0.25	-4.6	0.19	-0.16	1271	0.1%	-4%	0.07	1.6	867	5	1.8	0.7%	-0.0084	i	9.8
> COc1ccc(C(CNC(=O)c2cc3ccccc3cc2OC)N2CCCC2)cc1 (stereo unspecified)
 : 1%	1.3	x	-0.051	1	x	0.0%	9%	-1.7	0.8	795	-17	1.4	-0.7%	1.3	i	1.0
> O=C(NCCc1ccccc1)C1CCN(S(=O)(=O)N2CCCC2)CC1
 : -1%	-0.21	x	0.5	0.95	x	-1.3%	8%	0.4	3.1	1212	-48	2.2	0.8%	0.62	i	18
> O=C(N/N=C/c1cc(Br)ccc1O)Nc1ccccc1
 : -6%	-0.14	-2.5	-0.69	0.73	593	-0.4%	3%	-4.9	10	554	-11	15	-0.3%[50 µM]	0.44	i	18
> Cc1cc(NCCN2CCOCC2)n2ncc(-c3ccccc3)c2n1
 : 8%	0.028	-0.8	0.74	-0.3	1041	2.2%	-10%	0.49	4.4	1496	22	2.5	0.3%	-0.18	i	20
> CCOC(=O)c1sc(NC(=S)NC(=O)CC(C)C)cc1C
 : -7%	0.029	-2.6	1.3	-0.95	943	0.5%	5%	-0.71	3.3	1534	9	2.6	-0.1%	-0.76	i	5.9
> Cc1onc(-c2ccncc2)c1C(=O)O
 : -4%	-0.26	-7.8	-0.47	-0.47	1000	-2.1%	0%	0.22	4.9	1333	14	2.7	-0.3%	0.039	i	4.8
> COc1ccc(-c2nn(-c3ccccc3)cc2C(=O)NC(=S)Nc2cc(Cl)ccc2Cl)cc1
 : 17%	-0.28	-0.5	1.6	-0.99	1344	x	-7%	0.03	x	812	x	x	0.1%	-0.12	x	x
> CCN(CC)CCNc1cc(C)nc2c1C(=O)C(=O)C=C2N1CCCCC1
 : 31%	0.43	2.1	-1.8	-1.5	1418	-1.5%	7%	x	3.2	x	28	1.7	0.5%	-0.8	i	23
> CC(=O)OCC(=O)Nc1ccc(SC(F)F)cc1
 : 1%	-0.31	0.3	0.16	-0.061	1067	0.8%	1%	0.19	6.5	1310	-2	1.9	-0.3%	0.2	i	2.8
> O=C(NC1CCN(Cc2ccccc2)C1)c1cc(COc2ccc(F)cc2F)on1 (stereo unspecified)
 : -2%	-0.3	-1.7	0.62	0.0042	952	-1.2%	-1%	-0.42	2.1	1421	11	2.5	0.0%	0.16	i	0.3
> CC(=O)Nc1cc(S(=O)(=O)Nc2ccc(C)cc2)c(C)cc1C
 : -3%	-0.21	x	-0.66	0.59	x	1.1%	0%	x	3.9	x	-26	1.9	0.0%	0.12	i	1.1
> CCOc1ccc(-n2cc(C(=O)c3cc(Cl)ccc3O)cc(C#N)c2=O)cc1
 : -1%	0.22	-0.2	-1.9	2.5	1058	1.5%	3%	0.13	2.8	1097	-15	1.4	0.0%	1.6	i	11
> NNC(=O)c1ccc(COc2cccc3ccccc23)cc1
 : -4%	-0.27	2.7	0.43	-0.068	1086	0.0%	4%	-0.31	3.3	1460	-41	3.0	-5.2%	-0.16	i	2.2
> FC(F)(F)c1nc(-c2cccs2)ncc1-c1nnnn1-c1ccc(Cl)cc1
 : -13%	-0.2	x	1.2	-0.61	x	-0.5%	8%	u	1.3	x	2	0.7	0.0%	-0.27	i	6.5
> Cc1ccc2nc(-c3ccc(N4C(=O)CC(N5CCN(CCO)CC5)C4=O)cc3)sc2c1 (stereo unspecified)
 : -3%	-0.1	1.6	-0.65	1.8	509	-2.0%	4%	0.84	2.9	1260	3	2.9	1.1%[50 µM]	0.73	i	6.1
> COc1ccc(-c2cc(-c3nnc(COC(=O)C4CC4C)o3)c3ccccc3n2)cc1OC (stereo unspecified)
 : 1%	-0.18	-0.1	-0.58	1.2	1039	0.1%	11%	-1.8	6.5	1380	1	2.5	0.0%	0.89	i	2.7
> COc1cccc(-c2nc(CS(=O)CC(=O)O)c(C)o2)c1 (stereo unspecified)
 : 6%	-0.21	x	0.31	-0.61	x	0.0%	5%	0.4	7.9	930	x	1.8	0.5%	-0.3	x	7.3
> C/C(=N\NC(=O)c1ccccc1)c1ccc(C)c([N+](=O)[O-])c1
 : -2%	-0.086	-0.1	-0.98	0.089	1104	-0.3%	21%	-0.01	2.0	1395	-2	1.7	4.5%	-0.03	i	3.6
> O=C(CSc1nnc(-c2cccnc2)o1)c1cc2ccccc2oc1=O
 : 2%	0.018	x	0.75	-0.31	x	-3.6%	7%	-0.48	1.6	1302	-2	0.3	0.4%	0.21	i	21
> COc1ccc(N2CCN(C(=S)Nc3cc(C)cc(C)c3)CC2)cc1
 : -5%	-0.18	x	-0.44	0.11	x	0.6%	-2%	x	1.7	x	-3	1.6	4.2%	-0.21	i	6.2
> CCCOc1ccc(/C=C/C(=O)NCc2ccccc2)cc1
 : -6%	-0.33	-0.2	0.71	0.075	527	-1.2%	-4%	-0.32	1.1	1251	-5	2.0	1.1%[50 µM]	-0.38	i	5.5
> Cc1ccc(-n2c(CNc3ccc(F)cc3)nnc2SCC(=O)N2CCCC2)cc1
 : -7%	-0.31	-0.4	0.35	0.072	1403	-2.3%	-2%	1	4.8	1124	2	3.6	0.4%	0.29	i	7.5
> O=C(NCc1ccccc1)C1=C[C@@H](c2csc3ccccc23)C[C@@H](OCc2ccc(CO)cc2)O1
 : -5%	-0.21	1.4	-0.24	-0.56	941	-1.3%	4%	-2.1	2.4	1425	16	2.1	0.0%	0.027	i	3.2
> CCOc1cc(CNCC2CCCO2)cc(Br)c1OCC(N)=O (stereo unspecified)
 : 8%	-0.35	-3.8	0.031	-0.64	895	-0.7%	3%	0.9	3.0	1440	11	0.8	-0.1%	-0.017	i	4.0
> COc1ccc2c(c1OC)C(=O)OC2C1c2c(cc3c(c2OC)OCO3)CCN1C (stereo unspecified)
 : -4%&2%	-0.25&-0.19	0.5	0.19&-0.19	0.056&-0.1	1065	-1.7%&-2.8%	8%&6%	-0.73	17&6.0	1700	8&-15	4.8&3.9	1.8%&6.7%&3.8%	0.49&0.22	i	41&4.9
> COc1ccc(NC(=O)CCc2ccccc2)cc1NC(=O)c1ccco1
 : 4%	-0.27	1.0	0.049	-0.76	1010	-1.1%	0%	-0.39	3.3	1239	4	0.3	-0.6%	-0.13	i	50
> CCn1c(SCC(=O)N2CCc3ccccc3C2)nc2sc(C)c(C)c2c1=O
 : -9%	-0.21	0.2	-0.19	-0.34	978	7.4%	-2%	-0.66	3.2	1464	36	2.2	0.8%	-0.34	i	11
> Nc1sc2c(c1C(=O)c1ccccc1)CCCC2
 : 14%	-0.1	-3.9	0.1	1.1	1365	-1.3%	2%	0.39	2.6	1418	-22	1.7	0.4%	0.89	i	6.5
> CCCn1c(SCC(=O)Nc2cccc(C(=O)OC)c2)nnc1-c1cccnc1
 : 8%	-0.15	-3.4	0.3	-0.93	1142	4.5%	-1%	0.43	4.2	1319	-4	2.5	4.7%	-0.22	i	6.0
> COc1ccc(-c2noc(CCC(=O)NCc3cc(Br)ccc3OC)n2)cc1
 : 2%	-0.067	-3.4	0.45	-1.7	1275	-2.7%	7%	-1.6	0.8	1387	-8	1.3	0.4%	-0.9	i	7.1
